MCF10A rerep – inducers of DNA re-replication in MCF 10A breast cells. MCF 10A DNA re-replication, Hoechst nuclear intensity, 48 h. Potency, µM (top dose mostly 46.1 µM), inactives show at the highest dose activity, positive = re-replication, usual class: activators. 2.9% of 350,000 active. AID 624296; note: potency is the fitted concentration of half-maximal effect; % of control where 0% means no effect; nearly all actives have a fitted effect of over 50% in size
KB-3-1 tox – KB-3-1 parental cell cytotoxicity. KB-3-1 viability, CellTiter-Glo ATP luminescence, 72 h. Potency, µM (titrated, usually from 46.1 µM), inactives show at the top dose activity change, negative = cytotoxic, actives largely listed as cytotoxic. 1.4% of 400,000 active; note: potency is the fitted concentration of half-maximal effect; % is set by controls: 0 for no effect and ±100 for the full control effect; nearly all actives have a fitted effect of over 60% in size
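Cytotoxicity in the drug-sensitive parental line KB-3-1 was scored as loss of CellTiter-Glo luminescence following 72 h incubation with compound. Values come from curve fitting of normalized concentration-response data.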
GLP1R cytotox – cytotoxic in the GLP-1 receptor inverse agonist counter-screen; HEK293 cAMP-luciferase reporter cells, luminescence, 24 h; Potency, µM (series often up to 38.3 µM), inactives show at the highest dose activity change, negative = inhibition, actives largely listed as inhibitors; 0.13% of 410,000 active;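 note: loss of luciferase light is scored as toxicity; potency is the fitted concentration of half-maximal effect; % is set by controls: 0 for no effect and ±100 for the full control effect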
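A 23 nL compound transfer followed 12 hours of cell culture at 37 deg C; exposure then lasted 24 hr. Luciferase assay detection reagent was dispensed and plates read for luminescence after a 12 min room-temperature wait.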
HT1080 IDH1KD tx – kills HT-1080 cells with IDH1 knockdown. AID 686971. HT-1080 IDH1 knockdown viability, ATP luminescence, 48 h. Potency, µM (top dose mostly 46.1 µM), inactives show at the highest dose activity, negative = toxicity, actives largely listed as cytotoxic. 2% of 360,000 active;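 note: potency is the fitted concentration of half-maximal effect; 0% = DMSO wells and -100% = cell-free medium wells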
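Assay cells: HT-1080 with IDH1 knockdown, 750 per well, RPMI/5% FBS. Exposure: 48 h at 37 °C following 2 h pre-incubation. Read: CellTiter-Glo luminescence; fitted concentration-response, curve class assigned.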
DRD3 agonist – activates the human D3 dopamine receptor; P35462; D3R DiscoveRx beta-arrestin cells, luminescence, 90 min; max activation, %; 0.58% of 410,000 active; AID 652048; in the data active = max activation above about 30%; note: 0% is about no effect; mostly tested at two doses, the higher about 12 µM
Target sequence (P35462 whole entry, looked up): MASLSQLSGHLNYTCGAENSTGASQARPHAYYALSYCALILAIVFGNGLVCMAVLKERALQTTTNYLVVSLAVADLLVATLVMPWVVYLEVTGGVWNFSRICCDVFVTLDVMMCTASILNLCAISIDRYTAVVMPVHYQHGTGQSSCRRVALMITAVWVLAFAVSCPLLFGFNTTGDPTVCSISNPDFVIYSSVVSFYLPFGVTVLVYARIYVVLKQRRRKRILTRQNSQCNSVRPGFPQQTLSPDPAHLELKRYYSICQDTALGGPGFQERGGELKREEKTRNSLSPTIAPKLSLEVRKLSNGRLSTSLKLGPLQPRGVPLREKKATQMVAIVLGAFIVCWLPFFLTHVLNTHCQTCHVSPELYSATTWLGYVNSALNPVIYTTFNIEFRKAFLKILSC
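Cells at 1500/well, incubated overnight, then treated with pinned compounds (dopamine as control) for 90 min at 37 degrees C. DiscoveRx reagent added for 30 - 60 minutes at room temperature; luminescence read.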
HT1080NT lethal – kills 2HG-producing HT-1080-NT fibrosarcoma cells | HT-1080-NT fibrosarcoma viability, CellTiter-Glo ATP luminescence, 48 h | Potency, µM (doses to about 46.1 µM), for inactives: at the highest dose activity, negative = less viability, hits mostly cytotoxic | 1.6% of 360,000 active | AID 686970;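 note: NT is the 2HG producing partner of a matched IDH1 knockdown line; potency is the fitted concentration of half-maximal effect; 0% = DMSO-treated cells and -100% = media-only wells without cells; nearly all actives have a fitted effect of over 55% in size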
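HT-1080-NT fibrosarcoma cells (2HG-overproducing), 750 cells/well in RPMI with 5% FBS, dosed after 2 h and incubated 48 h at 37C. CellTiter-Glo luminescence normalized to DMSO and no-cell wells; concentration-response curves fitted and classed.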
SW480 rereplic – DNA re-replication induction in SW480 cells. AID 624297. SW480 DNA re-replication, Hoechst DNA content imaging, 48 h. 1.8% of 340,000 active. Potency, µM (doses to about 46.1 µM), for inactives: at the top dose re-replication activation, most hits filed as activators; note: potency is the fitted concentration of half-maximal effect; % of control where 0% means no effect; nearly all actives have a fitted effect of over 55% in size
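DNA re-replication was detected as more nuclei of elevated Hoechst intensity after 48 hr exposure to compound (23 nL pinned per well of 250 cells).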
IL1B secr inh – inflammasome signaling inhibition, IL-1 beta readout | THP-1 LPS/ATP IL-1B secretion, AlphaLISA, 16 h; hits give low values | activity change, % at 57.5 µM | 4.7% of 360,000 active | AID 743279; in the data active = activity change below about -50%; inconclusive = mostly about -30% to -49%; note: % is set by controls: 0 for no effect and ±100 for the full control effect
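Secreted IL-1B measured by AlphaLISA bead assay after 16 h compound exposure of THP-1 cells; compounds (final up to 57.5 uM) added 1 h before LPS (250 ng/mL) and ATP (1.25 mM) stimulation; lower signal means less secretion.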
KB-V1 cytotox – kills drug-selected multidrug resistant KB-V1 cells. KB-V1 MDR cells viability, CellTiter-Glo, 72 h. Potency, µM (series often up to 46.1 µM), without a hit: at the highest dose activity change, negative = cytotoxicity, most hits filed as cytotoxic. 3.4% of 400,000 active. AID 1347076; note: potency is the fitted concentration of half-maximal effect; % is set by controls: 0 for no effect and ±100 for the full control effect; nearly all actives have a fitted effect of over 60% in size
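Cells of the MDR subline KB-V1 are plated, dosed with compound at multiple concentrations, and incubated 72 h at 37 degrees C; CellTiter-Glo is then added and luminescence read after 10 min.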
Starred values were filed as active, the others as inactive; [ ] = dose if it differs, or a comment. Unless noted, calls come from the whole dose curve; as a rule, active = well fitted curve in the direction sought with a large enough effect; inconclusive = small, poorly fitted or top-dose-only effect, or another doubt; inactive = no such curve, though single readings can be large; an effect the other way counts as inactive or inconclusive.

`Cc1ccc(OCCOCCN2CCCC2)c(Br)c1` gave MCF10A rerep inconclusive, KB-3-1 tox 1%, GLP1R cytotox 17%, HT1080 IDH1KD tx -4%, DRD3 agonist -19, HT1080NT lethal -5%, SW480 rereplic inconclusive, IL1B secr inh inconclusive and KB-V1 cytotox 2%.
`COc1cccc(NC(=O)COC(=O)Cc2ccccc2[N+](=O)[O-])c1` gave MCF10A rerep -1%, KB-3-1 tox 5%, GLP1R cytotox 8%, HT1080 IDH1KD tx 6%, DRD3 agonist -2, HT1080NT lethal 9%, SW480 rereplic -5%, IL1B secr inh 19 and KB-V1 cytotox 0%.
COc1cc2c(cc1NC(=O)c1cccc(S(=O)(=O)N(C)C)c1)oc1ccccc12 was read as MCF10A rerep inconclusive, KB-3-1 tox -3%, GLP1R cytotox -3%, HT1080 IDH1KD tx inconclusive, DRD3 agonist 18, HT1080NT lethal -7%, SW480 rereplic inconclusive, IL1B secr inh -2 and KB-V1 cytotox 10µM*.
For CC1CCc2[nH]c3ccc(C(=O)N(C)CC(=O)Nc4cccc(F)c4)cc3c2C1 (configuration not stated) the results were MCF10A rerep 19%, KB-3-1 tox inconclusive, GLP1R cytotox -27%, HT1080 IDH1KD tx inconclusive, DRD3 agonist -3, HT1080NT lethal inconclusive, SW480 rereplic -109%[inhibitor], IL1B secr inh -75* and KB-V1 cytotox inconclusive.
`CSc1nnc(C2CCN(CC(=O)Nc3ccccc3N3CCOCC3)CC2)n1C(C)C` gave MCF10A rerep 11%, KB-3-1 tox 7%, GLP1R cytotox -1%, HT1080 IDH1KD tx 6%, DRD3 agonist -6, HT1080NT lethal 14%, SW480 rereplic -5%, IL1B secr inh -10 and KB-V1 cytotox inconclusive.
`Cn1c(=O)c2c(-c3ccc(OC(F)F)cc3)cc(-c3ccccc3)nc2n(C)c1=O` gave MCF10A rerep 21%, KB-3-1 tox -5%, GLP1R cytotox 20%, HT1080 IDH1KD tx -4%, DRD3 agonist -6, HT1080NT lethal 5%, SW480 rereplic 2%, IL1B secr inh 15 and KB-V1 cytotox 6%.
`COc1ccc(CNC(=O)Cn2cc([N+](=O)[O-])cn2)cc1` gave MCF10A rerep -2%, KB-3-1 tox -2%, GLP1R cytotox -50%, HT1080 IDH1KD tx 11%, DRD3 agonist 15, HT1080NT lethal 22%, SW480 rereplic -127%[inhibitor], IL1B secr inh 3 and KB-V1 cytotox 22%.
For COc1ccc(-n2c(=S)[nH]c3cc(C(=O)Nc4cc(OC)c(OC)c(OC)c4)ccc3c2=O)c(OC)c1 the results were MCF10A rerep 17%, KB-3-1 tox 7%, GLP1R cytotox -9%[7.66 µM], HT1080 IDH1KD tx -26%, DRD3 agonist 4, HT1080NT lethal -13%, SW480 rereplic -1%, IL1B secr inh 19 and KB-V1 cytotox 0%.
For O=C(Cc1ccccc1)Nc1sc2c(c1C(=O)Nc1ccccc1Cl)CCCC2 the results were KB-3-1 tox 7%, GLP1R cytotox 11%, DRD3 agonist -5 and KB-V1 cytotox inconclusive.
For Cc1ccc([N+](=O)[O-])cc1NC(=O)Nc1ccc(S(N)(=O)=O)cc1 the results were MCF10A rerep 1%, KB-3-1 tox -25%, GLP1R cytotox 2%, HT1080 IDH1KD tx 1%, DRD3 agonist 0, HT1080NT lethal -2%, SW480 rereplic -4%, IL1B secr inh -15 and KB-V1 cytotox 9%.
`CCN(CC)C(=O)C(C)N(C#N)c1nc(Cl)nc(N(C)C)n1` (configuration not stated) gave MCF10A rerep 7%, KB-3-1 tox -7%, GLP1R cytotox -16%, HT1080 IDH1KD tx -6%, DRD3 agonist 1, HT1080NT lethal 18%, SW480 rereplic -10%, IL1B secr inh -98* and KB-V1 cytotox 1%.
O=C(CN1CCOCC1)N/N=C/C(Br)=C\c1ccccc1 was read as MCF10A rerep 1%, KB-3-1 tox -6%, GLP1R cytotox -4%[7.66 µM], HT1080 IDH1KD tx -1%, DRD3 agonist -4, HT1080NT lethal -18%, SW480 rereplic 20%, IL1B secr inh inconclusive and KB-V1 cytotox -22%.
Screening COCc1c(C(=O)OC/C(O)=C(\C#N)c2nc3ccccc3[nH]2)oc2ccccc12 returned MCF10A rerep 1%, KB-3-1 tox -3%, GLP1R cytotox -9%, HT1080 IDH1KD tx 15%, DRD3 agonist -3, HT1080NT lethal -8%, SW480 rereplic 0%, IL1B secr inh 38 and KB-V1 cytotox -9%.
For CN1C(=O)CSc2ccc(NC(=O)N3CCN(c4ccccc4)CC3)cc21 the results were MCF10A rerep 0%, KB-3-1 tox -11%, GLP1R cytotox 4%, HT1080 IDH1KD tx 5%, DRD3 agonist 1, HT1080NT lethal 21%, SW480 rereplic -24%, IL1B secr inh -8 and KB-V1 cytotox inconclusive.
For COc1cc2ccccc2cc1-c1nnc(COc2ccccc2)o1 the results were MCF10A rerep 11%, KB-3-1 tox 14%, GLP1R cytotox -12%, HT1080 IDH1KD tx -13%, DRD3 agonist 1, HT1080NT lethal -16%, SW480 rereplic -9%, IL1B secr inh -14 and KB-V1 cytotox 4%.
`O=S(=O)(CCNCc1ccco1)NC1CCCCC1` gave MCF10A rerep -1%, KB-3-1 tox 3%, GLP1R cytotox -4%, HT1080 IDH1KD tx 0%, DRD3 agonist -14, HT1080NT lethal 4%, SW480 rereplic inconclusive, IL1B secr inh 12 and KB-V1 cytotox 3%.
For CC1C/C(=N/N=C2/NC(=O)CS2)CC(C)(C)C1 (configuration not stated) the results were MCF10A rerep 0%, KB-3-1 tox 15%, GLP1R cytotox -11%, HT1080 IDH1KD tx 6%, DRD3 agonist 2, HT1080NT lethal -2%, SW480 rereplic -2%, IL1B secr inh 7 and KB-V1 cytotox 0%.
For CC1(C)CC(=O)C(=CN2CCN(C(=O)c3ccco3)CC2)C(=O)C1 the results were MCF10A rerep 13%, KB-3-1 tox 9%, GLP1R cytotox 8%, HT1080 IDH1KD tx -3%, DRD3 agonist 1, HT1080NT lethal -3%, SW480 rereplic 0%, IL1B secr inh 0 and KB-V1 cytotox 1%.
Screening CSc1cccc(NC(=O)CN2C(=O)COc3ccc(Cl)cc32)c1 returned KB-3-1 tox -19%, GLP1R cytotox -7%, DRD3 agonist -4 and KB-V1 cytotox inconclusive.
`CCCCN(C(=O)c1cccc(S(=O)(=O)N2CC(C)OC(C)C2)c1)c1c(N)n(CCCC)c(=O)[nH]c1=O` (configuration not stated) gave MCF10A rerep 2%, KB-3-1 tox 0%, GLP1R cytotox -3%, HT1080 IDH1KD tx 17%, DRD3 agonist -4, HT1080NT lethal 0%, SW480 rereplic -2%, IL1B secr inh inactive and KB-V1 cytotox -13%.
COc1ccc([N+](=O)[O-])cc1N(CC(=O)O)S(C)(=O)=O was read as MCF10A rerep -9%, KB-3-1 tox inconclusive, GLP1R cytotox 2%, HT1080 IDH1KD tx 1%, DRD3 agonist 0, HT1080NT lethal -1%, SW480 rereplic -22%, IL1B secr inh 14 and KB-V1 cytotox 0%.
Screening COc1cccc(CN2C(=O)C3(C(C#N)=C(N)OC4=C3C(=O)CCC4)c3ccccc32)c1 (configuration not stated) returned MCF10A rerep 1%, KB-3-1 tox inconclusive, GLP1R cytotox inconclusive, HT1080 IDH1KD tx inconclusive, DRD3 agonist 3, HT1080NT lethal inconclusive, SW480 rereplic 16%, IL1B secr inh 3 and KB-V1 cytotox 3%.
`CC1(c2ccc3c(c2)OCO3)NC(=O)N(CC(=O)c2ccc[nH]2)C1=O` (configuration not stated) gave MCF10A rerep 0%, KB-3-1 tox 5%, GLP1R cytotox -4%, HT1080 IDH1KD tx -6%, DRD3 agonist 7, HT1080NT lethal 1%, SW480 rereplic 2%, IL1B secr inh 3 and KB-V1 cytotox 3%.
Screening Cc1c(C(=O)Oc2ccc(F)cc2)sc2ncn(Cc3cccc(F)c3)c(=O)c12 returned MCF10A rerep 0%, KB-3-1 tox 0%, GLP1R cytotox -9%, HT1080 IDH1KD tx 6%, DRD3 agonist -1, HT1080NT lethal 7%, SW480 rereplic 4%, IL1B secr inh -12 and KB-V1 cytotox 8%.
`COc1ccc(NC(=O)CSc2nc(-c3cccs3)cc(C(F)(F)F)n2)cc1Cl` gave KB-3-1 tox 0%, GLP1R cytotox -29%, DRD3 agonist 6 and KB-V1 cytotox 5.2µM*.
Screening Cc1cc(N)c(-n2cc3c(c2-c2ccc(Br)cc2)c(=O)n(C)c(=O)n3C)cc1C returned KB-3-1 tox inconclusive, GLP1R cytotox 0%, DRD3 agonist 6 and KB-V1 cytotox inconclusive.
Cc1c(C)n(CC(O)CN(CCO)CCO)c2ccccc12 (configuration not stated) was read as MCF10A rerep -2%, KB-3-1 tox 2%, GLP1R cytotox -7%, HT1080 IDH1KD tx -1%, DRD3 agonist 4, HT1080NT lethal -2%, SW480 rereplic -1%, IL1B secr inh -8 and KB-V1 cytotox 0%.
COc1cc(NC(=S)NCCO)c(OC)cc1Cl was read as MCF10A rerep inconclusive, KB-3-1 tox -1%, GLP1R cytotox 11%, HT1080 IDH1KD tx -1%, DRD3 agonist -1, HT1080NT lethal -5%, SW480 rereplic inconclusive, IL1B secr inh -4 and KB-V1 cytotox 30%.
`Cc1ccccc1N1CCN(CCCCN2C(=O)C3CCCN3C2=O)CC1` (configuration not stated) gave MCF10A rerep 1%, KB-3-1 tox 3%, GLP1R cytotox 2%, HT1080 IDH1KD tx -2%, DRD3 agonist -14, HT1080NT lethal -4%, SW480 rereplic 0%, IL1B secr inh 0 and KB-V1 cytotox 4%.
Screening Cn1c(SCC(=O)NC2CCCCC2)nnc1-c1cc2ccccc2o1 returned MCF10A rerep 3%, KB-3-1 tox 1%, GLP1R cytotox -8%, HT1080 IDH1KD tx -2%, DRD3 agonist -1, HT1080NT lethal -3%, SW480 rereplic 7%, IL1B secr inh -13 and KB-V1 cytotox -9%.
